High-throughput results (PubChem BioAssay)
ERK EGF inh – inhibitors of EGF-stimulated ERK signaling pathway | 130,000 tested, 0.41% active | Potency, µM (top dose mostly 11.5 µM), inactives show at the highest dose activity change, negative = inhibition, hits mostly inhibitors | HEK293-V1b, EGF-stimulated phospho-ERK AlphaScreen; active = well fitted inhibition curve with a large enough effect; inconclusive = small, poorly fitted or top-dose-only effect, or effect the other way;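 note: plate controls were stimulated vehicle wells for no effect and unstimulated vehicle basal for full effect; nearly all actives have a fitted effect of over 55% in size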
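Compounds are titrated over HEK293-V1b cells kept overnight in 1% FBS. After 30 min at 37C, EGF (25 nM final) triggers ERK phosphorylation for 5 min, measured by AlphaScreen in lysates.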
Active calls of the source: *; ? = inconclusive; & = joins results of further samples; [ ] = remark or other dose. Potency is the fitted concentration of half-maximal effect.

SMILES	ERK EGF inh
O=C1NC[C@@H](Cc2ccc(O)cc2)N(CC2CCCCC2)C1=O	-15.3%[57.5 µM]
Cc1cccc(N2C(=O)/C(=C\c3ccc(C(=O)O)cc3)c3ccccc3C2=O)c1	0.1%
COC(=O)c1c[nH]c(=O)c2ccccc12	1.4%
Cn1cnc(S(=O)(=O)N2CCN(c3ccc(F)cc3)CC2)c1	-1.3%[57.5 µM]
O=C(NCc1ccc(-c2nc3ccccc3s2)cc1)c1ccc(Br)o1	7.3%
O=C(/C=C/c1cccc([N+](=O)[O-])c1)OCC(=O)c1ccccc1	-0.2%
C/C(=N\NC(=O)C1CC1)c1cccs1	-6.9%
O=C(N/N=C/c1cc2ccccc2nc1Cl)[C@H]1C[C@@H]1c1ccccc1	2.2%
CCOC(=O)N1CCN(S(=O)(=O)c2ccc(OC)c(OC)c2)CC1	1.3%
Cc1cc(C(=O)O)sc1C	-0.1%[57.5 µM]
COCCOC(=O)c1c(N)n(CCCN2CCOCC2)c2nc3ccccc3nc12	-0.1%[57.5 µM]
NC(=O)c1cccc(N)c1	9.9%&-3.8%
Cc1cc(C)cc(NS(=O)(=O)c2ccc(NC(=O)C3CCCCC3C(=O)O)cc2)c1 (stereo not given)	-1.8%
O=C(NCc1ccccn1)c1ccc2c(c1)N(Cc1ccccc1)CCS2	3.1%[57.5 µM]
COCCNC(=S)N/N=C(\C)c1ccccc1OC	6.9%
CCCCn1c(=O)[nH]c(=O)c2c1nc(-c1ccc(CC)c([N+](=O)[O-])c1)n2C	4.8%
CC(NC(=O)c1cccs1)c1nnc(SCc2ccc(Cl)cc2Cl)n1C (stereo not given)	1.6%
COc1ccc(C2c3c(-c4ccccc4O)n[nH]c3C(=O)N2Cc2ccco2)cc1 (stereo not given)	6.7%[57.5 µM]
CC(C)Sc1ccc([N+](=O)[O-])cc1C(=O)Nc1ccncc1	-0.8%[57.5 µM]
Cc1cccc(C(=O)N(c2ccccn2)C(C)c2ccco2)c1 (stereo not given)	2.6%

Three structures out of the list, arranged by molar mass, ascending:
SMILES	ERK EGF inh
C/C(=N\NC(=O)C1CC1)c1cccs1	-6.9%
O=C(/C=C/c1cccc([N+](=O)[O-])c1)OCC(=O)c1ccccc1	-0.2%
Cc1cc(C)cc(NS(=O)(=O)c2ccc(NC(=O)C3CCCCC3C(=O)O)cc2)c1 (stereo not given)	-1.8%

Additional structures follow.
SMILES	ERK EGF inh
CN(c1ccc(C(=O)Nc2ccccn2)cc1)S(=O)(=O)c1ccccc1	1.3%
C/C(=N\Nc1nc2ccccc2[nH]1)c1cc2ccccc2o1	4.7%
CCOc1cc(N2CCOCC2)c(OCC)cc1NC(=O)c1cccc(N(C)C)c1	-7.5%
Cc1cc(NC(=O)CSc2nnc(-c3c[nH]c4ccccc34)n2C)no1	-9.5%[57.5 µM]
Cn1c(CN2CCOCC2)nnc1SCC(=O)NC1CCCCC1	0.0%
CCCNC(=O)c1sc2c(c1C(=O)Nc1ccccn1)CCCC2	-0.6%
COC(=O)CCC(=O)OC1(C)C(=O)C2=CN(CC(C)C)C(c3ccc(OC)cc3)=CC2=C(Br)C1=O (stereo not given)	-3.7%[57.5 µM]
COc1ccc(N2C(=O)C(Cl)=C(Nc3ccccc3OC)C2=O)cc1	2.2%
Cc1[nH]c2ccccc2c1C(c1ccncc1)N1CCN(c2ccccn2)CC1 (stereo not given)	-9.8%
O=C1S/C(=C\c2ccccn2)C(=O)N1Cc1ccccc1F	19.1%
COc1ccc(-c2nc(O)c3cnccn23)cc1	3.6%
CSc1ccc(/C=N/NC(=O)CNc2cccc3ccccc23)cc1	1.5%
COc1ccc(-n2c(COc3ccc4c(c3)OCO4)nnc2SCC(=O)O)cc1	-0.5%
COC(=O)c1ccccc1S(=O)(=O)N(CCCN1CCOCC1)Cc1cccs1	?
COc1cccc2c(=S)c(CCC(C)=O)c(C)[nH]c12	2.7%
Cc1sc2nc(COC(=O)c3ccc(O)cc3)[nH]c(=O)c2c1C	12.0%[57.5 µM]
Cc1cccc(NS(=O)(=O)c2ccc(NC(=O)CN(c3cc([N+](=O)[O-])ccc3C)S(C)(=O)=O)cc2)c1	-4.8%
Cc1ccccc1OCc1nc2ccccc2c(=O)n1/N=C/c1cn[nH]c1-c1ccccc1	0.6%
OCCC1CN(Cc2ccccc2O)CCN1CCc1ccccc1 (stereo not given)	-14.1%
COc1ccc2c(=O)cc(-c3ccc(O)cc3)oc2c1	-7.9%
O=C(NC(=S)Nc1ccccc1N1CCCC1)c1ccc([N+](=O)[O-])cc1	30.3%
CCOC(=O)c1cc(CC)sc1N1C(=O)CC(Sc2ncccc2C(=O)O)C1=O (stereo not given)	1.0%
c1cncc(CNc2ncnc3ccc(-c4cccnc4)cc23)c1	10.9%
CC1=CC(=O)C2=C(C)C[C@H](OC(=O)Cc3ccccc3)C3[C@H](OC(=O)[C@H]3C)C12 (stereo not given in full)	-6.4%
O=C(c1ccc2c(c1)N(Cc1cccc(Cl)c1)C(=O)c1ccccc1S2(=O)=O)N1CCN(c2ccccn2)CC1	-8.0%
O=C(c1c[nH]c2ccc(F)cc2c1=O)N1CCCCCC1	9.7%
CC(Cc1ccccc1)(NC(=O)CN)c1ccccc1 (stereo not given)	?
CCO[C@@H]1OC(C(=O)NC2CC2)=C[C@H](C)[C@H]1CCCO	-7.4%[57.5 µM]
O=C(CNC(=O)c1cccs1)c1ccc([N+](=O)[O-])cc1	-2.9%
O=S(=O)(Cc1cc(Cl)nc(-c2ccncc2)n1)c1ccccc1	0.8%
CCOC(=O)C1(CCOC)CCN(C(=O)c2ccccc2-c2cccc(C)c2)CC1	-0.3%
O=C(COc1ccccc1)NCc1ccc(-n2cccc2)cc1	-9.5%
C/C(=N\Nc1nc(-c2ccccn2)nc2ccccc12)c1ccc(F)cc1	-22.0%[57.5 µM]
CCC(CC)c1nnc(NC(=O)[C@@H](NC(=O)c2cccc(C)c2)C(C)C)s1	2.4%
NNS(=O)(=O)c1ccc(Sc2ccccn2)c([N+](=O)[O-])c1	21.1%[57.5 µM]
O=C(OCc1ccccc1F)c1ccc2c(c1)OCCO2	-7.8%
NS(=O)(=O)c1cccc(NS(=O)(=O)c2ccc(/C=C/C(=O)OCC(=O)c3ccccc3)cc2)c1	-6.6%
Cc1ccc(C(=O)N/C(=C/c2ccco2)C(=O)O)cc1	-4.3%
COc1ccccc1NC(=O)N1CCN(c2ccc(F)cc2)CC1	-18.9%
COc1ccc(NC(=O)NC23CC4(C)CC(C)(CC(C)(C4)C2)C3)cc1	-8.4%
Cc1cc(OC(=O)c2ccco2)c(Sc2ccccc2[N+](=O)[O-])c(=O)o1	-6.6%
Cc1ccc(S(=O)(=O)Nc2c(C)ccc3nsnc23)cc1	3.5%
COc1cccc2cc(C(C)N(CCCN3CCOCC3)C(=S)Nc3ccc(C)cc3)oc12 (stereo not given)	12.3%
O=C1CCn2nc(-c3ccc(Cl)cc3)cc2N1	0.2%
Cc1cccc(Nc2nnc(SCC(=O)Nc3ncc(C(F)(F)F)cc3Cl)s2)c1C	-6.4%
N#Cc1ccc(OCC(=O)Nc2cc(S(=O)(=O)N3CCOCC3)ccc2N2CCOCC2)cc1	35.8%[57.5 µM]
O=C(O)c1c(F)c(F)cc2ccccc12	6.5%
CCOc1cc(N2CCOCC2)c(OCC)cc1NC(=O)CN1CCN(Cc2ccc3c(c2)OCO3)CC1	-3.3%
COC(=O)c1ccc(C(NC(=O)OCc2ccccc2)/C(=C/[C@@H](C)C(=O)NCc2ccc(C)o2)c2cccnc2)cc1 (stereo not given in full)	7.0%
NC(=O)C1CCN(CC(=O)Nc2cc(Cl)ccc2Oc2ccccc2)CC1	-7.6%
Cc1cc(=O)[nH]c(=S)[nH]1	-15.7%[57.5 µM]
Cc1cc(C)nc(-n2ncc3c2CC(C)CC3=O)n1 (stereo not given)	2.3%[57.5 µM]
CC(C)C(NC(=O)c1ccc(Br)cc1)C(=O)NC1=NCCS1 (stereo not given)	-2.8%
CC1CCN(c2nc3c(c(=O)[nH]c(=O)n3C)n2Cc2ccccc2Cl)CC1	-1.6%
Cc1ccc(S(=O)(=O)NCC(=O)OCc2csc(-c3ccccc3)n2)cc1	-3.0%
CCNC(=O)COc1cc(C)c(Br)c(C)c1	-13.4%
COc1ccc(NC(=S)N2CCN(C(c3ccccc3)c3ccccc3)CC2)c(OC)c1	-1.1%
CCOc1ccc(N2CC(C(=O)Nc3cccc(S(=O)(=O)N4CCCCC4)c3)CC2=O)cc1 (stereo not given)	0.4%[57.5 µM]
COc1ccc(-n2c(C(C)(C)C)csc2=Nc2c(C)n(C)n(-c3ccccc3)c2=O)cc1	1.0%
CC(=O)OC1CC[C@]2(C)C(=CCC3C4CCC(C(C)CCCC(C)C)[C@]4(C)CCC32)C1 (stereo not given in full)	20.9%

Of the compounds above, these contain bromine.
SMILES	ERK EGF inh
O=C(NCc1ccc(-c2nc3ccccc3s2)cc1)c1ccc(Br)o1	7.3%
COC(=O)CCC(=O)OC1(C)C(=O)C2=CN(CC(C)C)C(c3ccc(OC)cc3)=CC2=C(Br)C1=O (stereo not given)	-3.7%[57.5 µM]
CC(C)C(NC(=O)c1ccc(Br)cc1)C(=O)NC1=NCCS1 (stereo not given)	-2.8%
CCNC(=O)COc1cc(C)c(Br)c(C)c1	-13.4%

The list goes on:
SMILES	ERK EGF inh
CN1C(=O)/C(=C/C=C2\SCCN2C)N(C)C1=S	?
Cc1ccc2c(c1)c1nnc(SCC(=O)Nc3cccc(Cl)c3C)nc1n2CC(=O)O	-5.0%
COc1ccc2cc[nH]c2c1	?
ClC1(Cl)CC1CSc1nc2ccccc2[nH]1 (stereo not given)	0.6%
O=C(NN1C(=O)C2C3C=CC(C3)[C@H]2C1=O)c1cccnc1 (stereo not given in full)	-9.3%
Cc1nnc(SCc2nnc(-c3ccccc3Br)o2)s1	-17.5%
C=C(C)C(=O)Nc1cccc(C2=NOC3(C2)C[C@H](C(N)=O)N(C(=O)C(c2ccccc2)c2ccccc2)C3)c1 (stereo not given in full)	0.2%[57.5 µM]
CCn1c(=N)n(CC(=O)c2cccc([N+](=O)[O-])c2)c2ccccc21	2.6%
CN(C)c1cccc(C(=O)OC(C(=O)Nc2ccc([N+](=O)[O-])cc2Br)c2ccccc2)c1 (stereo not given)	?
Cc1ccc(S(=O)(=O)NCCC(=O)Oc2ccc3ccc(=O)oc3c2)cc1	-0.1%[57.5 µM]
CN(Cc1nc(Cc2ccccc2F)no1)Cc1cccc2ncccc12	-3.3%
C[Si](C)(C)C#Cc1ccccc1NC(=S)Nc1ccccc1	-8.1%
Cc1ccc(C(=O)N/C(=C\c2ccc(C(C)C)cc2)C(=O)NCCCN2CCOCC2)cc1	1.9%
CCCCN(C(=O)Cn1nnc2ccccc21)C(C(=O)NCCOC)c1ccccc1 (stereo not given)	-0.2%
Cc1cc(/C=C2\SC(N)=NC2=O)c(C)n1-c1ccc(F)cc1	5.8%
COc1ccccc1NC(=O)CCC(=O)OCc1ccc(Cl)cc1	-4.5%
COc1cc(OC)nc(N/N=C(\c2ccccc2)c2ccncc2)n1	5.4%
Cc1c(CN2CCc3c([nH]c4ccccc34)C2C2CCCCC2)cnn1C (stereo not given)	-6.5%
O=C(COC(=O)C1(c2ccc(F)cc2)CCCC1)NCc1ccco1	-5.7%
Cc1ccc(N2CCN(C(=O)c3cc(C(=O)c4ccccc4C)c[nH]3)CC2)c(C)c1	-3.9%
CCOC(=O)c1ccc(NC(=O)Cn2ccc([N+](=O)[O-])n2)cc1	-2.5%
Cn1c(SCC(=O)NC(=O)c2cccc([N+](=O)[O-])c2)nnc1-c1ccc(F)cc1	1.9%
O=C(CSc1nccc(=O)[nH]1)Nc1ccc2c(c1)OCCO2	-2.1%[57.5 µM]
c1ccc(-c2[nH]ncc2CN2CCc3ccccc3C2)cc1	8.6%[57.5 µM]
COc1ccc(CCn2c(N)cc(=O)[nH]c2=O)cc1OC	-1.4%
COC(C(=O)NC1CC1)c1ccccc1 (stereo not given)	1.7%
Cc1cccc(Nc2sc(C(=O)c3cc4cc(Cl)ccc4o3)c(N)c2C#N)c1	2.1%[57.5 µM]
O=C(CSc1nnc2c(n1)[nH]c1ccccc12)NCc1ccco1	-2.0%
COC(=O)c1ccc(CSC(=N)N)o1	5.7%
O=C(Oc1ccc(N(C(=O)c2ccncc2)S(=O)(=O)c2ccc(F)cc2)cc1)c1ccncc1	-4.1%
Cc1ccc(S(=O)(=O)N2CCN(C(=O)c3cc(=O)c4ccccc4o3)CC2)cc1	3.5%
CCN(/N=C/c1ccccc1)c1cc(=O)n(C)c(=O)[nH]1	-6.9%
CCOC(=O)c1cc(C)nc(S(C)(=O)=O)c1C#N	4.1%[57.5 µM]
CC1=C(C(=O)OCC2CCCO2)C(c2coc3ccc(C)cc3c2=O)C2=C(CCCC2=O)N1 (stereo not given)	-5.6%[57.5 µM]
COc1ccc(CNC(=O)CN(C(=O)c2ccc(CN3CCOCC3)o2)C2CCCC2)cc1	1.9%
COc1ccc(NC(=O)CCN2C(=O)/C(=C/c3ccc4c(c3)OCO4)SC2=S)cc1	-12.1%[57.5 µM]
O=[N+]([O-])c1cc(CN(CCO)CCO)ccc1O	2.2%[57.5 µM]
CCOc1ccc(OCC)c(NC(=O)C2CCN(S(=O)(=O)c3c(C)[nH]c(=O)[nH]c3=O)CC2)c1	6.9%

Some of the compounds tested (hit frequency here may not be typical).
